# Screening data deposited in PubChem by several laboratories.
# CendR NRP1 mod: modulators of CendR peptide binding to NRP-1, primary screen, biochemical, fluorescence polarization, uHTS. Neuropilin-1 (Homo sapiens), O14786. inhibition, % at 25 µM. AID 602438, 2012. actives 0.85% (n = 360,000). FAM-RPARPAR peptide binding to NRP-1;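 active = inhibition or corrected inhibition above about 18%, plus a signal ratio from 0.5 to 1.5, limit read from the data, passing the limit was not always enough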; also: strong numbers were not always called active
# Tb MetRS inh: T. brucei MetRS inhibitors, primary screen, biochemical, luminescence. methionyl-tRNA synthetase (Trypanosoma brucei brucei). purified T. brucei MetRS, ATP depletion, Kinase-Glo luminescence. inhibition, % at 11.9 µM. actives 0.4% (n = 360,000). AID 624268, 2012;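 active = inhibition above a per-plate cutoff of the control wells' mean inhibition plus 3 SD, cut at about 5.5% in these data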;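 also: 0% = DMSO wells median and 100% = median of wells with control inhibitor compound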
#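 Measured by: Kinase-Glo luciferase luminescence reporting remaining unconsumed ATP. Material: purified T. brucei MetRS enzyme. Doses: 11.9 µM compound single dose, 0.9% DMSO. Medium: HEPES buffer containing pyrophosphatase, BSA, spermine, DTT. Times: 15 min preincubation, 2 h reaction, all 25 °C. Reagent: methionine, ATP and bulk E. coli tRNA.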
# MsrA inh: bovine MsrA enzyme inhibitors, primary screen, biochemical, absorbance, HTS; purified bovine MsrA, absorbance read-out; actives 0.75% (n = 360,000); inhibition, % at 15.5 µM; in the data active = inhibition above about 4.5%;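 also: 0% = vehicle wells with enzyme and 100% = reference inhibitor wells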
# E coli Lon inh: inhibitors of E. coli Lon protease, primary screen, biochemical, fluorescence polarization. purified E. coli Lon protease. P0A9M0. actives 0.42% (n = 360,000). inhibition, % at 7.94 µM; in the data active = inhibition above about 13%, passing the limit was not always enough;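 also: 0% = enzyme with probe and DMSO and 100% = no enzyme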
# Scp-1 inhibitor: Scp-1 phosphatase inhibitors, primary screen, biochemical, colorimetric, uHTS. Carboxy-terminal domain RNA polymerase II polypeptide A small phosphatase 1 (Homo …. AID 493091, 2011. inhibition, % at 20 µM. Recombinant Scp1, phosphopeptide, malachite green phosphate absorbance. actives 0.88% (n = 340,000);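 active = inhibition above about 50% at 20 µM, limit read from the data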;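 also: plate controls were DMSO wells with enzyme for no effect and wells lacking enzyme for full effect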
# Target sequence (Q9GZU7 76-261 limits assumed): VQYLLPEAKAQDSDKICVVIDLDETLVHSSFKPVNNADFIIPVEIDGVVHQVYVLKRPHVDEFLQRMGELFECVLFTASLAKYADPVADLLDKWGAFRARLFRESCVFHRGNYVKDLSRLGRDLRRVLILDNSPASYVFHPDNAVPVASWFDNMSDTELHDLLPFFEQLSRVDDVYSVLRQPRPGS
#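 Test system: SCP-1 phosphatase catalytic domain, residues 76-261 | Compound dosing: One concentration, 20 µM, with 1.0% DMSO | Schedule: 45 min room-temperature reaction, 5 min colour, 30 min stabiliser | Detection: Absorbance at 630 nm | Read-out basis: % inhibition of SCP-1 phosphate liberation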
# STEP inh: STEP phosphatase inhibitors, primary screen, biochemical, fluorescence intensity, uHTS | Tyrosine-protein phosphatase non-receptor type 5 (Homo sapiens), P54829 | recombinant STEP, OMFP fluorogenic substrate | inhibition, % at 20 µM | actives 0.25% (n = 360,000) | AID 588621, 2011;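 active = inhibition at 20 µM, scaled per plate between control wells, above about 37%, limit read from the data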;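 also: 0% = DMSO with enzyme and substrate and 100% = substrate only without enzyme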
# Target sequence (P54829 whole entry, looked up): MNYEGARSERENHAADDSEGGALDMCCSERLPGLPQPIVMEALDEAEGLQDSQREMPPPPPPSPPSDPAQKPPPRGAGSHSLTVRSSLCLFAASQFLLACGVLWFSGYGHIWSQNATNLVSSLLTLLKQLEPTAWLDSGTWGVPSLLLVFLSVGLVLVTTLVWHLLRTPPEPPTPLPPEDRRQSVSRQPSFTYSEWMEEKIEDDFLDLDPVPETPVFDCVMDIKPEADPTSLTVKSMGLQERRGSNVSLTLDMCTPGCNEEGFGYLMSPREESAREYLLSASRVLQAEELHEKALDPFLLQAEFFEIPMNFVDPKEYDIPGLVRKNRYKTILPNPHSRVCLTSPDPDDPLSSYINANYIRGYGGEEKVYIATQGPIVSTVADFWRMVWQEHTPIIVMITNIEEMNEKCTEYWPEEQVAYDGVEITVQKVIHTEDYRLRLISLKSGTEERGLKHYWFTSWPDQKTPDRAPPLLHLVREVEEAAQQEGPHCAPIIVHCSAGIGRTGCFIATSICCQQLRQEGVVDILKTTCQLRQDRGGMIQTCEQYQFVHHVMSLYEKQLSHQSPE
#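 System: STEP (striatal-enriched tyrosine phosphatase) enzyme, cell-free; medium: Bis-Tris pH 6.0 buffer with DTT, detergent; dosing: 20 µM, 1% DMSO; times: reaction 20 min, ambient temperature; detection: fluorescence, 480/540 nm; read-out basis: normalized % inhibition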
# bovine MsrA act: bovine MsrA enzyme activators, primary screen, biochemical, absorbance, HTS. Methionine sulfoxide reductase A (Bos taurus). purified bovine MsrA, absorbance read-out. activation, % at 10.6 µM. actives 0.3% (n = 360,000). AID 602163, 2012; in the data active = activation above about 7.5%;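 also: 0% = vehicle and 100% = reference activator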
# SUMO1-SIM PPI: modulators of SUMO1 protein-protein interactions, primary screen, biochemical, uHTS | AID 602429, 2012 | SUMO1 binding to a labelled peptide, TR-FRET, 1 h | actives 0.33% (n = 360,000) | Small ubiquitin-related modifier 1 (Homo sapiens), P63165 | inhibition, % at 20 µM; in the data active = inhibition above about 37%
# Target sequence (P63165 whole entry, looked up): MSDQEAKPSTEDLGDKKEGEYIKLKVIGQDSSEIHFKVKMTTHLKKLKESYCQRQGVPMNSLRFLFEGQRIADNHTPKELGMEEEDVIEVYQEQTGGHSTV
# DNMT1 block: human DNMT1 methyltransferase inhibitors, primary screen, biochemical, molecular beacon, fluorescence, HinP1I cleavage, uHTS | inhibition (reported as % activation of signal), % at 10 µM | actives 0.83% (n = 360,000); in the data active = inhibition above about 50%
# LMPTP inh: LMPTP phosphatase inhibitors, primary screen, biochemical, fluorescence intensity, uHTS; recombinant LMPTP-A, OMFP fluorogenic substrate; inhibition, % at 20 µM; actives 0.22% (n = 360,000); AID 651560, 2012;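 active = compounds that cut the enzyme signal by at least half of the control window in the single-dose screen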;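 also: plate controls were DMSO wells with enzyme plus substrate for no effect and substrate without enzyme for full effect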
# Target sequence (P24666 whole entry, looked up): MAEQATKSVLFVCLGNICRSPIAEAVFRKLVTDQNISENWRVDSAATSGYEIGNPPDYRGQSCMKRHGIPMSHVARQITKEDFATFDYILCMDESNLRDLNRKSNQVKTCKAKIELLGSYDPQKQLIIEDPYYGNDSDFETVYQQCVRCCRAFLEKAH
#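 Buffer or medium: Bis-Tris pH 6.0, DTT, detergent; Assay system: LMPTP-A enzyme; Quantity: 0.625 nM enzyme; Detection: endpoint fluorescence intensity; Times: 50 min dark incubation at room temperature; Controls: substrate-only low control, DMSO enzyme-plus-substrate high control; Doses: single 20 µM dose; Read-out: percent inhibition versus substrate-only and uninhibited controls; Reagent: 400 µM OMFP.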
# Starred values were filed as active, the others as inactive; nt = not tested or not shown.
# The first five records as a preview:
SMILES,CendR NRP1 mod,Tb MetRS inh,MsrA inh,E coli Lon inh,Scp-1 inhibitor,STEP inh,bovine MsrA act,SUMO1-SIM PPI,DNMT1 block,LMPTP inh
Cc1c(/C=N\NC(=O)c2c[nH]c3ccccc23)cnn1C,0,0.1,1.8,3,-4,-3,-11,-4,-1,-1.2
COC(=O)c1[nH]c2ccccc2c1CN1CCOCC1,-10,-0.6,-1.1,-5,4,-2,-2,2,-1,-0.3
O=C1CCC(=O)N1CNc1ccc(Oc2ccccc2)cc1,-9,-0.8,0.1,3,-8,0,-1,38,-10,-0.4
Cc1ccc(S(=O)(=O)NCc2ccccn2)c(C)c1,11,2.2,-1.6,-5,-5,1,-2,1,2,-1.5
Fc1ccccc1-c1nc(NC2CCCC2)c2ccccc2n1,-5,0.2,0.9,4,-2,-2,-2,0,1,70*

# All compounds of this part, from the first entry:
SMILES,CendR NRP1 mod,Tb MetRS inh,MsrA inh,E coli Lon inh,Scp-1 inhibitor,STEP inh,bovine MsrA act,SUMO1-SIM PPI,DNMT1 block,LMPTP inh
Cc1c(/C=N\NC(=O)c2c[nH]c3ccccc23)cnn1C,0,0.1,1.8,3,-4,-3,-11,-4,-1,-1.2
COC(=O)c1[nH]c2ccccc2c1CN1CCOCC1,-10,-0.6,-1.1,-5,4,-2,-2,2,-1,-0.3
O=C1CCC(=O)N1CNc1ccc(Oc2ccccc2)cc1,-9,-0.8,0.1,3,-8,0,-1,38,-10,-0.4
Cc1ccc(S(=O)(=O)NCc2ccccn2)c(C)c1,11,2.2,-1.6,-5,-5,1,-2,1,2,-1.5
Fc1ccccc1-c1nc(NC2CCCC2)c2ccccc2n1,-5,0.2,0.9,4,-2,-2,-2,0,1,70*
COc1cc(OC)cc(-c2nc3nc(C)c(CCC(=O)NCC(OC)OC)c(C)n3n2)c1,9,-0.7,0.9,-8,-7,-1,3,5,2,0.6
COC(=O)c1cnc(Nc2nc(C(N)Cc3ccc(OC)cc3)cs2)nc1C(F)(F)F (centres undefined),-6,-0.2,0.8,-8,nt,-1,-2,-12,-2,-0.7
Brc1ccc(CSc2ccc(-c3ccco3)nn2)cc1,-3,0.1,1.9,0,0,1,-3,2,23,0.0
C[C@H](c1ccccc1)N1C[C@@H](COCc2ccccc2)Oc2cc(N3CCC[C@H]3CO)ccc2S1(=O)=O,6,-0.5,0.4,-7,nt,nt,-3,-1,nt,1.9
CC(=O)c1ccc(OCc2cc([N+](=O)[O-])cc3c2OCOC3)cc1,-7,-0.1,-0.5,-4,-7,-2,-2,-15,-7,0.5
COc1ccc(Nc2nc3c(C)cccn3c(=O)c2C=NCc2ccccc2)cc1,-8,-0.1,1.5,8,3,1,-1,-1,-2,3.3
CCOC(=O)Nc1ccc(Oc2ccccc2)cc1,-5,0.2,-0.3,-9,-8,-9,-2,-4,-7,1.6
CCOc1ccc(NC(=O)C2CCC(CNc3c(N4CCC(C)CC4)c(=O)c3=O)CC2)cc1 (centres undefined),-12,0.3,0.2,0,17,-6,1,5,-3,-1.3
COCCOC(=O)c1[nH]c2c(c1C)C(=O)CC(c1ccccc1)C2 (centres undefined),8,-0.2,nt,6,-2,2,-4,0,0,-0.3
O=C(NCCN1CCN(C(=O)c2ccc([N+](=O)[O-])cc2)CC1)C(=O)Nc1ccc(F)cc1,14,-0.2,-0.6,0,-9,-1,-4,-20,2,0.7
CCN(C(=O)C1CCCN1S(=O)(=O)c1ccc2c(c1)n(C)c(=O)c(=O)n2C)c1ccccc1 (centres undefined),-7,-0.4,1.5,3,-4,1,0,3,0,-1.1
CCOC(=O)CSc1nnc(Cc2ccccc2)n1-c1cccc(Cl)c1,-2,-0.2,nt,-7,-2,-2,-6,0,1,-0.2
O=C(CC12CC3CC(CC(C3)C1)C2)Nc1cccc2ncccc12,6,0.0,-1.3,-7,-1,-1,1,-6,-7,0.5
CC(=O)c1c(C)n(-c2ccccc2)c2ccc(OCC(N)=O)cc12,-8,0.3,1.2,-2,-2,-1,-2,2,7,-0.9
CCNC(=S)Nc1ccc2ncoc2c1,6,-0.9,1.2,-5,-14,-3,-16,1,10,-0.1
CCn1nnnc1SCC(=O)Nc1ccc(OC)cc1,5,-1.0,-0.5,-5,-7,0,-7,-3,-1,-1.8
CCOc1ccc(S(=O)(=O)NCCCn2ccnc2)cc1,-7,-1.7,-0.1,-4,1,-1,-6,-2,0,-5.6
Cc1noc(C)c1NC(=O)Nc1cccc2c1O[C@@H](CN(C)C(=O)Nc1ccc3c(c1)OCO3)[C@@H](C)CN([C@H](C)CO)C2=O,18,-0.3,-0.6,-20,-2,-1,-2,8,7,-1.4
NC(=O)Cn1c(=O)n(CCCC(=O)NC2CCN(Cc3ccccc3)CC2)c(=O)c2ccccc21,-3,-1.4,-0.5,-18,-2,0,-7,0,1,-1.9
Cc1ccc(CNC(=O)c2cn(C)c3ccc(S(=O)(=O)N4CCOCC4)cc3c2=O)cc1,-1,-0.3,0.7,-12,-8,0,-2,-2,-2,1.7
Clc1ccccc1-c1ncc2ccccn12,-17,-0.9,-1.6,-4,-7,4,-4,-9,0,-0.6
COc1ccc(C=O)cc1COc1ccc(Cl)cc1[N+](=O)[O-],-5,-1.3,-1.5,-7,2,-2,-13,-4,5,0.7
Cc1ccc(OC2CCN(C(=O)C3CCC(=O)N(C4CC4)C3)CC2)cc1 (centres undefined),4,-0.2,0.6,-12,-15,-2,-1,3,3,-2.4
CCN(CC)S(=O)(=O)c1cc(NC(=O)C2CSC3(C)CCC(=O)N23)ccc1C (centres undefined),-10,-0.1,0.6,6,1,-2,-2,-4,-5,-2.0
NS(=O)(=O)c1ccc(CCNC(=O)c2ccc(Cn3c(=O)[nH]c4ccccc4c3=O)cc2)cc1,4,0.7,0.4,1,-9,1,0,15,-2,0.4
O=C(NNC(=O)c1ccc(F)c(S(=O)(=O)N2CCOCC2)c1)c1ccc([N+](=O)[O-])cc1,-12,-0.3,-0.3,-4,1,-1,-2,-37,1,0.0
CCCCn1nnnc1C1(C)CCC(=O)N1CCCn1ccnc1 (centres undefined),-20,-0.6,0.0,7,nt,nt,-7,12,nt,-1.4
Cc1ccc(S(=O)(=O)N2CCCCC2)cc1C(=O)Nc1ccc(S(=O)(=O)Nc2ncccn2)cc1,4,1.1,-0.3,-1,20,11,-2,7,23,2.3
O=C(NC(N1CCOCC1)C(Cl)(Cl)Cl)c1ccccc1Cl (centres undefined),7,-1.2,-0.1,5,-7,-1,-10,4,0,-1.2
O=C(O)c1c2c(nc3ccccc13)/C(=C/c1c(F)cccc1F)CCC2,-1,-0.1,0.6,-2,-5,1,-3,3,0,-0.7
COc1ccc(NC(=O)Nc2ccc3c(c2)OCO3)c(C)c1,-1,-0.4,-0.1,-7,-5,-3,-7,2,-1,-0.8
CC(=O)c1c(C)[nH]c(C(=O)OCc2nnc(-c3ccccc3)o2)c1C,3,-0.5,-1.1,-7,-4,-1,-4,3,-1,-0.9
Cc1ccccc1-n1nnnc1SC(C)C(=O)Nc1ccc(N2CCN(C)CC2)cc1 (centres undefined),4,-0.2,0.6,-15,-4,-2,0,-10,-4,-1.1
COC(=O)CSc1nnc(CNC(=O)c2ccco2)n1-c1ccc(F)cc1,10,0.0,nt,5,-6,1,-1,0,-10,-1.7
O=C(CSc1nnnn1-c1ccc2c(c1)OCCO2)c1cccc2c1OCCO2,-8,0.6,0.1,6,-6,6,-2,-23,-6,0.9
CCN(CC)CCCNc1nc2ccccc2[nH]1,0,1.6,-1.6,-5,-3,3,0,2,0,1.2
CC(C)(C)NC(=O)CSc1ncnc2c1cnn2-c1ccccc1,-2,-0.1,0.6,4,-5,0,-2,-4,0,-1.3
CCCS(=O)(=O)NC(=O)C1(C)CCN(C(=O)c2ccccc2OC)C1 (centres undefined),-5,-0.1,0.9,2,nt,-2,-2,1,-1,-1.8
Cc1nnc(SCC(=O)Nc2c(Cl)cccc2Cl)n(N)c1=O,6,-0.4,0.4,0,2,-2,-5,-3,2,-1.8
CC(C)Nc1nnc(SC(C)C(=O)Nc2ccc(Cl)cn2)s1 (centres undefined),13,0.0,0.4,-6,2,0,-6,4,4,0.6
CCOC(=O)c1ccc(NC(=O)c2nccnc2C(=O)O)cc1,0,-0.8,1.5,3,9,0,-11,5,-1,0.6
CC1COc2ccccc2N1S(=O)(=O)c1ccc(Cl)cc1 (centres undefined),7,-0.3,-2.5,1,-9,2,-1,3,-3,3.4
C=CCOc1ccc(CN(C)C(=O)c2ccc(CNS(=O)(=O)c3ccc(C)c(C)c3)cc2)cc1,4,0.4,-0.3,5,-9,2,0,0,-2,3.7
CCCCCNC(=O)CCc1ccccc1,9,-1.1,0.7,5,-3,-1,6,0,0,0.7
COc1cc(OC)cc(-c2cc3nc(C)c(CCC(=O)Nc4nc(C)cs4)c(C)n3n2)c1,-11,0.4,0.9,-3,-5,0,0,0,-1,2.1
CN(C)C(CNC(=O)c1ccc(Cl)c(S(=O)(=O)N2CCCCCC2)c1)c1ccccc1 (centres undefined),14,-0.6,0.4,3,-2,-1,2,0,-1,-2.6
Cc1cc(C(=O)COC(=O)[C@H](C)NC(=O)c2ccco2)c(C)n1Cc1ccco1,10,-0.9,1.6,3,42,2,-2,3,-2,3.2
COCC1CCN(Cc2cn[nH]c2-c2ccc(OC)cc2F)C1 (centres undefined),-1,0.2,1.3,2,3,-2,-4,-2,-5,0.5
O=C(Nc1ccccc1C(=O)N/N=C/c1ccco1)c1ccccc1,-11,0.0,1.0,23,-2,0,-5,-9,-6,0.9
CC1CCCCC1NC(=O)CCNC(=O)N1CC(=O)Nc2ccccc21 (centres undefined),6,0.3,-0.5,2,-3,-2,-4,-3,1,-1.2
